M18AAP inhibitor: PfM18AAP enzyme inhibition | AID 1822 | inhibition, % at 7.35 µM | recombinant PfM18AAP, H-Glu-NHMec fluorogenic cleavage | hit rate 1.2% among 290,000;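 active means inhibition above the campaign mean inhibition over all tested compounds plus 3 SD, cut at about 28% in these data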;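 further: 0% = plate median of test compound wells and 100% = 2 mM ZnCl2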
NALP1 yeast inh: inhibitors of NALP1 inflammasome in yeast | S. cerevisiae NALP1/ASC/caspase-1 growth, X-gal OD620, 72 h | inhibition, % at 10 µM | hit rate 0.61% among 280,000; in the data active means inhibition mostly above about 24%, no sharp cut-off; inactive means mostly below about 32%; further: some compounds called inactive have numbers as strong as hits
HCV NS3 hel inh: blocks Hepatitis C virus NS3 helicase unwinding; NS3 helicase DNA unwinding, Cy5 molecular beacon fluorescence; inhibition, % at 10.9 µM; hit rate 0.56% among 290,000;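 active means inhibition above the mean of all tested compounds plus 3 SD, set per campaign, cut at about 35% in these data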;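 further: 0% = DMSO wells and 100% = thioflavine S control wells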
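Control set: DMSO versus 110 µM thioflavine S; Material: NS3 helicase fragment of HCV; Measured by: Cy5 fluorescence at 0 and 60 min, beacon hairpin quenching; Read-out basis: percent inhibition from t60/t0 fluorescence ratio; Times: reaction time 60 min, 25 °C; Repeats: single replicate; Compound dosing: single dose, 10.9 µM nominal final, DMSO 0.8% final.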
MEKK2 WT-MEK5: raises or lowers MEK5 binding to wildtype human MEKK2 PB1 domain. hit rate 1.1% among 290,000. bead flow cytometry, Alexa488-MEK5 binding to MEKK2 WT; actives lie on both sides. AID 1531. Q9Y2U5. binding response (% of control), % at 10 µM; in the data active means binding response below about 67% or above about 130%
SUMO HTRF inh: SUMOylation inhibition. P63279. HTRF SUMOylation assay, SAE1/SAE2 + UBC9, in vitro. inhibition, % at 35 µM. hit rate 0.36% among 290,000; in the data active means inhibition above about 50%, passing the limit was not always enough; further: strong numbers were not always called active
Target sequence (P63279 whole entry, looked up): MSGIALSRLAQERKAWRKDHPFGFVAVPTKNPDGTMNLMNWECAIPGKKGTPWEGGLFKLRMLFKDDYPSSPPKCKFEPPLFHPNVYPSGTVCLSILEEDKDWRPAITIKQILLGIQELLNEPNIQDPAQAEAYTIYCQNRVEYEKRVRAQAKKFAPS
IMP-1 inhibitor: inhibitors of Pseudomonas aeruginosa IMP-1 metallo-beta-lactamase. purified IMP-1, nitrocefin hydrolysis, epi-absorbance fluorescence. inhibition, % at 5.6 µM. hit rate 0.45% among 290,000. AID 1556;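 active means inhibition above the mean plus 3 SD of all compounds in the same screening run, cut at about 4.5% in these data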;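 further: 0% = IMP-1 with DMSO and 100% = DMSO wells lacking enzyme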
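assay system = purified recombinant IMP-1 metallo-beta-lactamase enzyme | schedule = 15 min preincubation plus 25 min reaction at 25 °C | signal = Epi-absorbance fluorescence, 480 nm excitation, 530 nm emission | read-out basis = percent inhibition from optical density relative to buffer-blank wells | controls = IMP-1 with DMSO as 0%, enzyme-free DMSO as 100%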
FID counter: displaces DNA intercalator in HCV helicase counter-screen; DNA fluorescent intercalator displacement, fluorescence; inhibition, % at 7.9 µM; hit rate 0.17% among 290,000; AID 1845; in the data active means inhibition above about 37%;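 further: 0% = vehicle and 100% = reference compound; higher means more ethidium bromide displaced from hairpin DNA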
MEKK2mut PB1 HTS: signal of MEK5 binding to mutant human MEKK2 PB1 domain; percent response, % at 10 µM; hit rate 0.35% among 290,000; AID 1530; bead flow cytometry, Alexa488-MEK5 binding to MEKK2 mutant; in the data active means percent response above about 24%, passing the limit was not always enough; further: inactives centre near 1; some results filed as inactive read as strong as hits
VIM-2 inhibitor: blocks Pseudomonas aeruginosa VIM-2 metallo-beta-lactamase | hit rate 0.89% among 290,000 | purified VIM-2, nitrocefin hydrolysis, epi-absorbance fluorescence | inhibition, % at 5.6 µM;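 active means inhibition above the mean of all tested compounds plus 3 SD, cutoff set per screening run, cut at about 7.5% in these data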;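 further: red hydrolysis product quenches plate fluorescence so inhibitors raise well fluorescence; 0% = enzyme with DMSO and 100% = DMSO without enzyme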
* = called active by the depositor; x = no result given; & = joins results of further samples.

SMILES	M18AAP inhibitor	NALP1 yeast inh	HCV NS3 hel inh	MEKK2 WT-MEK5	SUMO HTRF inh	IMP-1 inhibitor	FID counter	MEKK2mut PB1 HTS	VIM-2 inhibitor
O=C(Cc1ccc(-n2cccc2)cc1)N1CCc2ccccc21	-11	-3	3	101	-8	-1.1	-7	7	-0.2
COCCC(=O)N1CCC(Oc2ccc(C(=O)N3CCCC(CCCO)C3)cc2)CC1 (stereo not drawn)	-3	-1	17	109	-1	-6.1	-39	11	-2.3
COc1ccc(C(=O)C(/C=N/O)=N/Nc2ccc(F)cc2)cc1	-9	20*	-7	102	4	0.1	-12	-4	0.9
CCC(C)NC(=O)CSc1nnc(-c2ccncc2)n1-c1ccc(OC)cc1 (stereo not drawn)	4	-1	4	103	13	-3.5	-16	4	-0.7
CCOC(=O)c1cccc(NC(=O)CS(=O)(=O)Cc2nc(-c3cccc(OC)c3)oc2C)c1	-2	12	3	100	1	-4.1	-5	-1	-1.9
CCOc1ccc(CC(=O)Nc2ccc(-c3ccc4nnc(C)n4n3)cc2)cc1	-10	6	-11	104	15	1.6	-21	1	3.0
Cc1ccc(NC(=O)C2CCCN2S(=O)(=O)c2ccc3c(c2)n(C)c(=O)c(=O)n3C)cc1C (stereo not drawn)	3	18	3	87	14	0.4	-14	-6	-0.2
Cc1cnc(C(=O)OCC(=O)N(C(C)C)C(C)C)cn1	-16	-7	10	98	14	5.4*	2	-4	0.3
COc1cccc(OCc2nc3ncc(Br)cc3[nH]2)c1	-8	4	6	108	-3	-2.4	1	9	-2.8
Cn1c(SCC(=O)c2cc3ccccc3o2)nnc1-c1ccccc1	5	17	2	98	-3	-2.3	-16	-5	-4.8
COc1ccc(CC(=O)NCC(=O)N/N=C(/C)c2ccco2)cc1	-2	-20	3	104	18	-3.0	-8	2	-2.7
Cc1ccc(N2CC(C(=O)Nc3ccccc3N3CCCC3)CC2=O)cc1 (stereo not drawn)	10	3	-1	104	3	-2.5	-24	3	-1.5
CCCCCCCn1c(NC(=O)CC)nc2ccccc21	-2	-5	-4	98	x	-3.4	-28	-2	-6.1
O=C(O)c1ccc(Nc2nc(-c3ccccc3)c3ccccc3n2)cc1	-3	5	13	96	22	-0.3	-26	-6	-1.0
Cc1ccc(S(=O)(=O)NCC(c2ccccc2)N2CCCCC2)cc1 (stereo not drawn)	-2	5	-7	100	2	-0.6	3	-3	0.3
COc1ccc(-n2c(=S)[nH]c3cc(C(=O)NCc4ccco4)ccc3c2=O)cc1OC	4&-8	-4&16	3&-3	97&95	15&11	-4.6&-2.1	-4&-3	4&-2	-2.9&-2.2
Cc1ccc(CNC(=O)CN(c2ccc(Cl)cc2)S(C)(=O)=O)cc1	4	7	-3	106	4	-3.3	-21	3	1.1
CN(C)CCCN(C(=O)COc1ccccc1)c1nc2c(F)cccc2s1	4	6	-9	124	1	-3.8	7	0	-1.9
O=C(CCc1ccccc1)Nc1ccc(S(=O)(=O)Nc2nccs2)cc1	4	12	7	113	6	-4.8	-14	14	-1.6
Cc1ccc(S(=O)(=O)Nc2ccc(O)c(S(=O)(=O)c3ccc(C)cc3)c2)cc1	-1	29	-2	104	-11	-0.3	-22	3	-1.2
CCOc1ccc(CCNC(=O)COC(=O)c2ccccc2O)cc1OCC	0	14	6	99	2	3.7	-14	2	-2.4
COc1cccc(CNC(=O)Cn2ccc3cc(S(=O)(=O)N4CCCCCC4)ccc32)c1OC	2	18	-10	101	-17	-3.5	-50	-1	-4.3
Cc1cccc2cc(CN(CC3CCCO3)C(=O)c3ccco3)c3nnnn3c12 (stereo not drawn)	-14	-17	21	107	5	-0.6	-1	0	1.3
CNC(=O)COC(=O)c1cc(=O)[nH]c2ccccc12	0	0	-5	101	28	-2.3	-2	1	-0.4
CSc1ncc(Cl)c(C(=O)C(C#N)c2nc3c(C)cc(C)cc3c(=O)[nH]2)n1 (stereo not drawn)	-1	0	24	95	23	-4.7	-5	-6	-2.0
COc1ccc(C)cc1NC(=O)C(Sc1nnc(Nc2cc(C)ccc2OC)s1)c1ccccc1 (stereo not drawn)	-7	29	-13	97	-14	-4.2	-23	-2	-1.1
O=C(NNC1OC(CO)C(O)C(O)C1O)c1cccnc1 (stereo not drawn)	4	9	23	102	11	-1.5	-5	-7	-3.1
CCOc1ccc(S(=O)(=O)N2CCC(C(=O)N3CCCC3)CC2)cc1C	3	-18	4	94	12	-1.5	-38	0	-0.7
Cc1nc(CNC(=O)c2cc(COc3c(F)cccc3F)on2)cs1	-5	x	-3	91	27	-2.6	-12	-14	-1.8
Cc1ccc(-c2nc(CS(=O)CC(=O)NCc3ccc(Cl)cc3)c(C)o2)cc1 (stereo not drawn)	7	-18	0	104	10	-0.4	-5	7	-3.3
O=S(=O)(c1ccc(Cl)cc1)c1snnc1-c1ccccc1	11	14	2	99	-1	-2.5	4	6	-4.0
O=C(c1cccnc1)N1CCN(C(=O)c2cccs2)CC1	-13	10	3	99	-9	1.7	0	1	2.3
CC(C)Oc1ccc(N2CC(C(=O)Nc3ccccc3F)CC2=O)cc1 (stereo not drawn)	1	10	-3	105	0	-3.2	-20	9	-0.5
N/C(=N\OC(=O)CCCc1ccccc1)c1ccccc1	-2	10	0	92	-2	-1.5	-18	-2	-2.5
CC(=O)c1cccc(NC(=O)CSc2nnc(-c3cccnc3)o2)c1	7	5	1	91	13	-3.8	-3	-3	-2.2
COC(=O)c1ccc(Oc2nc(N3CCCCC3)nc(N3CCOCC3)n2)cc1	2	10	-3	104	-24	-0.3	-7	5	-1.0
COCCNC(=S)Nc1cc(OC)c(OC)cc1C#N	-8	-6	11	98	0	-0.1	4	-2	1.8
COc1ccccc1NC(=O)CCS(=O)(=O)c1ccccc1	-5	-6	9	88	5	-2.0	-2	-7	-1.0
O=C(CCN1C(=O)c2ccccc2C1=O)N1CCN(C(=O)c2ccccc2)CC1	-3	14	1	105	27	0.0	-7	4	-0.2
COC(=O)c1c(N)n(-c2cc(OC)cc(OC)c2)c2nc3ccccc3nc12	1	x	-7	x	x	-4.2	-4	x	-2.8
COc1ccc(OCCNC(=O)CSc2ccc(C(F)(F)F)cc2[N+](=O)[O-])cc1	3	6	1	99	13	-2.7	1	-3	-1.2
Cc1c(CCOC(=O)c2cc([N+](=O)[O-])cc([N+](=O)[O-])c2)sc[n+]1CC(=O)c1ccc(Br)cc1	-1	7	-43	124	11	-0.4	28	9	-2.5
Cn1cc(C(c2ccccc2OCC(=O)O)c2cn(C)c3ccccc23)c2ccccc21	11	22	14	105	21	-2.2	-15	11	-0.7
CCn1c(SCC(=O)N(C(C)C)C(C)C)nnc1-c1cc2ccccc2cc1O	-5	14	-5	94	17	-7.4	-40	-1	12*
O=C(CCc1nnc(-c2ccc3c(c2)OCO3)o1)NCCc1ccccc1F	2	29	-6	104	1	-2.1	-23	1	-0.9
CC(Cc1ccccc1)C(=O)Nc1ccccc1 (stereo not drawn)	-5	18	1	98	-20	-3.9	-5	5	-3.6
O=C(Nc1nccs1)C(Br)C(Br)c1ccccc1 (stereo not drawn)	31*	18	9	112	-1	-1.8	-6	6	-1.1
O=C(c1cccc2ccccc12)C1CCCN(C(=O)CCc2cnccn2)C1 (stereo not drawn)	2	-13	-12	96	13	-2.5	-24	-3	0.1
O=C1C2CCCN2C(c2ccccc2F)N1c1ccc(F)cc1 (stereo not drawn)	-6	19	3	102	10	-3.0	-4	4	-0.4
O=C(O)CSc1nnc(-c2ccc(Cl)cc2Cl)n1Cc1ccccc1	-6	10	4	103	8	0.1	-42	-1	2.0
Cc1cccc(C(=O)NC2CCN(C(=O)N3CCOCC3)CC2)c1	-12	2	11	109	1	-3.1	-11	6	-3.0
CC(C)CC1C(C#N)=C(N)Oc2n[nH]c(-c3ccccc3)c21 (stereo not drawn)	7	-2	-2	97	10	-3.5	-11	1	0.9
CCN(CC)c1ccc(CN2CCC(C(=O)NCc3ccc(C)cc3)CC2)cc1	-5	1	-37	77	10	-2.0	23	-15	2.0
Cc1ccc(-c2nn(-c3cccc(F)c3)cc2CNCc2cccnc2)o1	4	3	-3	122	25	-2.6	0	22	0.0
CCOC(=O)c1ccccc1NC(=O)c1cc2sccc2n1C	-6	38	-5	105	-6	-3.1	-4	6	-0.1
O=C(O)CN1CCNCC1	-14	-19	1	105	-7	-1.5	2	4	-1.4
CCc1ccn2cc(-c3cc(-c4ccccc4)no3)nc2c1	-3	-3	-6	97	16	1.3	-24	-8	0.0
Cc1cc(Cl)ccc1N(CC(=O)NCCSCc1ccco1)S(C)(=O)=O	-13	4	14	91	21	-1.5	-10	-5	-3.6
CCNc1nc(NCC)nc(SCCOC(=O)Nc2ccccc2)n1	4	3	1	96	-33	1.0	-15	3	-0.3

Screens deposited in PubChem by several laboratories.
